From PubChem BioAssay
MPTP inh: inhibitors of mitochondrial permeability transition pore; isolated mouse mitochondria, Ca2+ swelling absorbance, 30 min; inhibition, % at 10 µM; 360,000 compounds, 1.4% hits; AID 602449;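 active = inhibition of 50% or more, scaled per plate between neutral and stimulator controls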;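 note: 0% = DMSO wells given calcium and 100% = 1 mM EGTA wells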
EBI2 antag: EBI2 (human) antagonism | EBI2 beta-arrestin recruitment, luminescence, 7a,25-OHC stimulated | inhibition, % at 5 µM | 360,000 compounds, 0.81% hits | AID 651636; in the data active = inhibition above about 38%;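 note: enzyme fragment complementation signal reports receptor beta-arrestin coupling in cells; 0% = agonist plus DMSO wells and 100% = wells without agonist; some results beyond the cut were filed as inactive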
Target sequence (P32249 whole entry, looked up, the tested form may be a part): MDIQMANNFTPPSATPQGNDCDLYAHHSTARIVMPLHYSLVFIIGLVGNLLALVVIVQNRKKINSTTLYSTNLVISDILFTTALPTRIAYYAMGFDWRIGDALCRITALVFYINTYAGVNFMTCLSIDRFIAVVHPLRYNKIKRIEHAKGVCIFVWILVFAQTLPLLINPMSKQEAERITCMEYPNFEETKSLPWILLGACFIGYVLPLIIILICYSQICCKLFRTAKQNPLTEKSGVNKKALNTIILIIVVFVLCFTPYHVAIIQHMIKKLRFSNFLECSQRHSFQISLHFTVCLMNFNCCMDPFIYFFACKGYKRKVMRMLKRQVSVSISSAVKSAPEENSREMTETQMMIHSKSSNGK
CXCR6 block: CXCR6 (human) receptor inhibition; CHO-K1 PathHunter CXCR6 beta-arrestin, luminescence; inhibition, % at 20 µM; 360,000 compounds, 0.36% hits; in the data active = inhibition above about 34%, passing the limit was not always enough;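 note: antagonist mode with CXCL16 agonist at 10 nM final; 0% = 10 nM CXCL16 with DMSO and 100% = unstimulated wells without agonist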
APOBEC3G inh: APOBEC3G (human) deaminase inhibition | inhibition, % at 20 µM | recombinant A3G, ssDNA deamination FAM/TAMRA fluorescence | Q9HC16 | 330,000 compounds, 0.28% hits;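 active = inhibition of at least 40% at 20 µM, with no more than 30% in the related APOBEC3A deaminase screen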;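 note: plate controls were DMSO wells with A3G for no effect and wells lacking A3G enzyme for full effect; some compounds called inactive have numbers as strong as hits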
Target sequence (Q9HC16 whole entry, looked up): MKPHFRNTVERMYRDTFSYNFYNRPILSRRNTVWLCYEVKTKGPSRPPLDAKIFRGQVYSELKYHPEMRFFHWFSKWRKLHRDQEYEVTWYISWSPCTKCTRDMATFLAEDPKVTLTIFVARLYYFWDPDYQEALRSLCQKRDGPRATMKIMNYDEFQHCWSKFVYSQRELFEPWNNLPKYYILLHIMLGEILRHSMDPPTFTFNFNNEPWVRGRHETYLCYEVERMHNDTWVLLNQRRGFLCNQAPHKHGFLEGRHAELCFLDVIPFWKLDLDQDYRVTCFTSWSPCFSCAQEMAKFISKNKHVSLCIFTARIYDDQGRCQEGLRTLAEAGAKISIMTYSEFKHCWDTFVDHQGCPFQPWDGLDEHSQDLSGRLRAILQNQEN
NR3A LBD binder: modulators (binders) of human NR3A ligand-binding domain | AID 1259313 | Tm shift relative to glycine control, % at 25 µM | 340,000 compounds, 2.5% hits | NR3A LBD differential scanning fluorimetry, Tm shift; 0% = protein alone, 100% = glycine-bound protein;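 active = melting temperature shift of at least 10% of the positive control shift, at one fixed dose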
Gli-Sufu block: antagonists of Gli-Sufu signaling | 340,000 compounds, 0.74% hits | Sufu-KO-LIGHT fibroblasts, Gli luciferase reporter luminescence | inhibition, % at 5 µM;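 active = inhibition above about 55%, limit read from the data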;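 note: 0% = DMSO-treated cells and 100% = wells with medium but no cells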
CCR6 antag: blocks CCL20-driven beta-arrestin recruitment at human CCR6; P51684; CHO-K1 CCR6 PathHunter beta-arrestin, luminescence, CCL20-stimulated; inhibition, % at 20 µM; 340,000 compounds, 0.49% hits; AID 493098;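 active = compounds whose inhibition of the agonist-driven luminescence signal at 20 µM reaches about 50%, limit read from the data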;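 note: cells stimulated with CCL20 at 14 nM final; plate controls were DMSO with CCL20 for no effect and DMSO without agonist for full effect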
A3A deaminase: human APOBEC3A DNA deaminase inhibition; P31941; recombinant A3A, FAM/TAMRA ssDNA deamination fluorescence; inhibition, % at 20 µM; 330,000 compounds, 0.41% hits;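 active = at least 40% inhibition at 20 µM here, with at most 30% in a related deaminase screen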;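 note: plate controls were A3A with DMSO for no effect and wells lacking A3A enzyme for full effect; some results filed as inactive read as strong as hits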
Target sequence (P31941 whole entry, looked up): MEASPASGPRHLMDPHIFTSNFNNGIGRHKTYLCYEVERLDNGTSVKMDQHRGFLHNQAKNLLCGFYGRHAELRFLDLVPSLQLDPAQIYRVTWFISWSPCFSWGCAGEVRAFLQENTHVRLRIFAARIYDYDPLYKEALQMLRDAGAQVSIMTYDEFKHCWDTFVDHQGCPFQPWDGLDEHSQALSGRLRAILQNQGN
An asterisk follows results filed as active; . = not tested or not shown.

item	SMILES	CCR6 antag	APOBEC3G inh	MPTP inh	CXCR6 block	EBI2 antag	A3A deaminase	Gli-Sufu block	NR3A LBD binder
1	C=C(C)COc1ccc(-c2[nH]ncc2-c2ccc(OC)c(OC)c2)c(O)c1	8	-4	2.1	-3	6	0	6	-1
2	CC(C)c1c(C(=O)N/N=C/C2CC=CCC2)nnn1-c1nonc1N (centres undefined)	7	-1	-2.0	-9	-4	-2	-12	0
3	CCOCCCNC(=O)C1CCN(S(=O)(=O)c2c(C)noc2/C=C\c2ccc(OC)cc2)CC1	10	-1	3.5	4	6	-1	5	4
4	Cc1cc(/C(N)=N/OC(=O)Nc2cccc(C(F)(F)F)c2)no1	8	-4	72*	-9	-10	-6	4	0
5	CC(C)NC(=O)N(C)C[C@H]1Oc2c(NC(=O)Nc3ccc(C(F)(F)F)cc3)cccc2C(=O)N([C@H](C)CO)C[C@@H]1C	0	-4	-0.4	3	-1	-4	-23	1
6	CCOC(=O)c1ccc(NC(=S)N2CCCC(C(=O)N3CCCC3)C2)cc1 (centres undefined)	4	-9	-0.1	2	9	-7	-11	11*
7	COCCn1c(=S)[nH]c2cc(C(=O)N3CCN(c4ccccc4OC)CC3)ccc2c1=O	5	-4	0.5	1	2	-3	9	-1
8	Cc1c(C)c2cc3c(C)coc3cc2oc1=O	7	-10	0.5	-13	-4	-5	-2	0
9	C(=NOCCc1ccccc1)c1cccnc1	11	.	-0.2	10	-7	.	-67	0
10	COc1ccc(N2CCN(c3ccc(N4C(=O)COCC4=O)cc3[N+](=O)[O-])CC2)cc1	-13	-2	3.0	-5	2	5	9	-1
11	Cc1ccc(C(O)P(=O)(OCCC(C)C)c2ccc(N(C)C)cc2)cc1 (centres undefined)	20	-7	0.2	4	0	-4	18	-1
12	CC(NS(=O)(=O)c1ccccc1)C(=O)NCCc1ccccn1 (centres undefined)	-1	-4	-2.4	-3	2	-1	3	-1
13	Cn1cc(C(=O)N2CCN(c3ccccc3)CC2)c(=O)c2cc(S(=O)(=O)N3CCOCC3)ccc21	-10	-1	-1.6	6	-7	-2	-4	0
14	O=S(=O)(Nc1ccccn1)c1cccc(S(=O)(=O)c2ccc(Br)cc2)c1	15	-5	0.6	-6	-13	0	6	14*
15	COc1ccc(N(C(=O)CNC(=O)c2ccco2)C(C(=O)NC2CCCCC2)c2ccco2)cc1 (centres undefined)	6	1	0.5	-4	-4	0	7	0

As a working copy, two of the compounds above.
item	SMILES	CCR6 antag	APOBEC3G inh	MPTP inh	CXCR6 block	EBI2 antag	A3A deaminase	Gli-Sufu block	NR3A LBD binder
1	C=C(C)COc1ccc(-c2[nH]ncc2-c2ccc(OC)c(OC)c2)c(O)c1	8	-4	2.1	-3	6	0	6	-1
2	CC(C)c1c(C(=O)N/N=C/C2CC=CCC2)nnn1-c1nonc1N (centres undefined)	7	-1	-2.0	-9	-4	-2	-12	0

The listing continues:
item	SMILES	CCR6 antag	APOBEC3G inh	MPTP inh	CXCR6 block	EBI2 antag	A3A deaminase	Gli-Sufu block	NR3A LBD binder
16	Cc1ccc(NCC(=O)N/N=C/c2cccc(Oc3ccccc3)c2)cc1	8	-5	3.1	-2	44	-1	-6	9
17	CCC(CC)C(=O)Nc1cccc(C(=O)NCc2ccco2)c1	6	4	1.2	-2	-2	15	12	-1
18	Cc1ccc(SC(C)C(=O)Nc2ccccc2-c2ccccc2)cc1 (centres undefined)	31	-10	1.1	-3	38	-1	8	10
19	O=S1(=O)CCC(NC(=S)SCc2ccccc2Br)C1 (centres undefined)	41	-5	-1.3	18	8	0	7	-5
20	Cc1occc1-c1nnc(SCC(=O)NC2CCCCC2)o1	-3	-7	0.1	1	-6	0	-7	3
21	COc1ccc(S(=O)(=O)n2nc(OC(=O)c3ccc(C)cc3)cc2N)cc1	-9	-6	-1.3	-13	-23	-4	10	-8
22	CCCCOC(=O)Nc1cc(Cl)ccc1C	-9	3	-0.1	-6	1	4	2	-1
23	O=S(=O)([N-]c1nc2ccccc2nc1-n1cc[n+](Cc2ccccc2)c1)c1ccccc1	8	-9	1.3	-3	1	-6	3	0
24	CCCC(=O)N1CCC(O)(c2cccc(F)c2)CC1	2	-6	0.2	0	3	5	4	0
25	CCC(=O)NC(C)c1cc(Cl)c2ccccc2c1O (centres undefined)	-4	-8	2.7	-14	-14	-5	-19	0
26	O=C(c1cccs1)N1N=C(c2ccccc2)CC1c1ccccc1O (centres undefined)	10	-6	1.5	1	3	24	22	-16
27	COc1cc(CNCc2ccc(Br)cc2)cc(OC)c1	7	-2	1.7	6	-3	-3	7	2
28	COc1ccc(C(=O)C2CCCN(C(=O)CSC)C2)cc1OC (centres undefined)	2	-6	-1.4	5	5	-4	-3	1
29	O=[N+]([O-])c1ccc(O)c(CN2CCCCCC2)c1	5	0	0.7	0	-5	1	-2	0
30	CCN1C(=O)C2(C(C#N)=C(N)Oc3c2c(C)nn3-c2ccccc2)c2ccccc21 (centres undefined)	-6	-8	-2.6	-14	-3	-5	6	3
31	CCCn1c2ccc(/C(C)=N\O)cc2c2cc(/C(C)=N/O)ccc21	12	-3	-2.9	0	-5	-1	11	-30
32	O=C(O)C(O)Cc1c[nH]c2ccccc12 (centres undefined)	-10	5	0.5	-8	-3	0	0	-1
33	O=C(CSc1nnc(-c2cccnc2)n1-c1ccc(F)cc1)NCc1ccc2c(c1)OCO2	1	-7	3.4	-3	2	-6	2	1
34	COc1ccc(Cl)c(NC(=O)Cn2nnc(-c3ccccc3N)n2)c1	12	0	1.8	-8	-5	-3	0	2
35	O=C(COC(=O)C1CC1)Nc1ccc(N=Nc2ccccc2)cc1	26	-8	0.5	19	-1	0	-87	0
36	O=C(Cn1cc([N+](=O)[O-])cn1)N1CCCc2ccccc21	-5	-5	0.1	-5	-6	0	-2	-1
37	NC(=O)c1ccsc1NC(=O)c1cccs1	-2	-8	-3.2	4	-2	0	-19	-3
38	COC(=O)CN1C(=O)C(O)(CC(=O)c2ccc(Br)cc2)c2ccccc21 (centres undefined)	2	-9	0.2	-7	-4	-4	-2	0
39	CCOC(=O)c1sc(-c2ccc(F)cc2)cc1NC(=O)Nc1ccccc1OC	4	-6	3.5	-8	28	-1	-5	3
40	CCc1nn(CC(=O)NCCC(C)C)c(=O)c2cc3c(OC)cccc3n12	5	-10	0.8	-3	-10	-6	6	-1
41	COc1ccc(C(=O)Nc2cc([N+](=O)[O-])ccc2N2CCN(C)CC2)cc1	6	-4	5.9	0	-2	1	6	2
42	COc1ccc(C(=O)Cn2cc[n+](C)c2)cc1	7	-5	0.0	-4	3	0	-9	1
43	CCCSc1cc(NCCOC(C)=O)c([N+](=O)[O-])c2nonc12	17	-7	1.7	6	8	1	-3	13*
44	O=C1CCN(CCc2ccccc2)CCN1[C@H](CO)c1ccccc1	1	-2	-0.1	1	6	-5	10	0
45	Clc1ccc(-c2ccc(CNCC3CCCO3)o2)cc1 (centres undefined)	-4	-7	-1.7	-5	-6	-3	-3	-1
46	Cc1cc(Cl)ccc1NC(=O)CCC(=O)N/N=C/c1cccnc1	1	-7	-0.1	4	-1	1	-13	1
47	COc1ccc(N(CC(=O)N/N=C/c2cccc(OC)c2OC)S(=O)(=O)c2ccccc2)cc1	6	-8	1.0	2	2	0	-4	-2
48	CC(C)c1ccc(S(=O)(=O)N2CCN(CCC(=O)Nc3ccc(N(C)C)cc3)CC2)cc1	23	.	-0.1	-1	21	.	3	-1
49	COc1ccc(C(C)=O)cc1COC(=O)Cc1cc(OC)c(OC)c(OC)c1	9	0	-0.9	2	0	2	23	-1
50	O=c1c2ccccc2cnn1-c1nc2ccccc2[nH]1	17	.	-0.2	-4	0	.	81*	0
51	Cc1ccc(S(=O)(=O)NCC(=O)OCc2nnc(-c3ccccc3)o2)cc1	-2	-4	-1.0	-4	5	-1	-7	-2
52	O=c1[nH]c2ccc(Cl)cc2c(=O)n1Cc1ccco1	30	-6	-0.2	23	1	-2	0	-9
53	Cc1ccc(S(=O)(=O)N2CCN(C(=O)COC(=O)/C=C/c3ccccc3)CC2)c(C)c1	12	-9	-0.2	-3	19	-3	0	2
54	CCn1cnc2cc(NCc3ccc(Br)cc3)ccc21	14	-8	.	.	.	-2	-60	0
55	O=C(CN1CCCC1)N1CCCc2c1c(=O)oc1ccc(OCc3ccccc3)cc21	29	-3	3.0	-4	-1	-1	6	3
56	COc1ccccc1NC(=O)C1CCCN(S(=O)(=O)c2ccc3c(c2)CC(C)N3C(C)=O)C1 (centres undefined)	5	-7	2.8	4	-9	-5	14	1
57	COc1ccc(CNC(=O)C2CCN(C(=O)c3sccc3-n3cccc3)CC2)cc1	9	3	-0.7	1	-7	-4	-12	2
58	CCOc1ccc(CN2C(=O)c3ccccc3C2=O)cc1C(=O)N1CCC(C(N)=O)CC1	12	-8	-0.4	0	7	-4	-8	-3
59	COC(=O)c1ccccc1NC(=O)CN1CCC(C)CC1	-1	1	-0.2	2	0	4	4	-2
60	O=C(N1CCCC1)C(F)(F)Oc1ccc(F)cc1	-1	0	-1.5	-4	0	2	6	0
61	Cc1ccc(CCNC(=O)C2CCC(=O)N(Cc3ccccc3F)C2)o1 (centres undefined)	7	-3	-0.6	-6	12	0	3	0
62	COCCN(C(=O)Cc1ccc(OC)c(OC)c1)c1nc(-c2cc(OC)ccc2OC)cs1	16	-12	0.2	0	12	-9	7	1
63	CCOCCCNC(=O)c1cc2c(s1)-c1ccccc1SC2	17	-6	0.5	2	9	-2	7	2
64	O=C(N1CCOCC1)C12CC3CC(C1)CC(C(=O)N1CCOCC1)(C3)C2	-6	-6	-0.6	-4	0	-5	5	1
65	O=C(c1ccc(C(F)(F)F)cc1)C1CCCN(C(=O)CN2CCCC2=O)C1 (centres undefined)	6	9	-0.1	-5	-6	0	-2	0
66	CCC(SC1=Nc2ccccc2C2=NC(CC(C)C)C(=O)N12)C(=O)Nc1ccc2c(c1)OCO2 (centres undefined)	13	-3	2.8	2	16	-3	7	-1
67	CCOc1ccc(CCNC(=O)C2CCCN(c3nn4c(=O)cc(C)nc4s3)C2)cc1OCC (centres undefined)	-18	-3	-0.4	-4	-3	-1	-5	1
68	COc1ccc(CCNS(=O)(=O)c2ccc3c(c2)n(C)c(=O)c(=O)n3C)cc1OC	5	.	-1.5	-5	-7	.	7	2
69	CCOC(=O)C/C(C)=N/NC(=O)Nc1ccccc1	13	-8	0.4	-5	-26	-2	1	-2
70	CC(C)CNS(=O)(=O)c1ccc(NC(=O)Cn2nc(-c3ccc(F)cc3)ccc2=O)cc1	5	1	0.5	5	11	3	11	-3
71	CC1CCCCC12NC(=O)N(CC(=O)N1CCN(S(=O)(=O)c3ccc4c(c3)CCC4)CC1)C2=O (centres undefined)	5	2	0.0	-6	-2	1	-1	-1
72	COc1ccc(C(=O)/C=C/c2cccs2)c(OC(=O)N2CCOCC2)c1	17	-6	1.7	8	-3	-3	3	-1
73	Cc1cccc(-c2nnc3n2N=C(c2ccccc2)CS3)c1	0	-9	8.8	6	6	1	6	0
74	COc1ccccc1NS(=O)(=O)c1cccc(C(=O)OCC(=O)Nc2cc(C)on2)c1	1	3	-0.4	-6	1	2	-6	2
75	CCN(c1ccccc1)S(=O)(=O)c1ccc2c(c1)C(C)(C)C(=O)N2C	2	-10	-1.1	-2	2	-5	1	-1

Later entries.
item	SMILES	CCR6 antag	APOBEC3G inh	MPTP inh	CXCR6 block	EBI2 antag	A3A deaminase	Gli-Sufu block	NR3A LBD binder
76	Cc1ccc(NC(=S)N/N=C/c2c(Cl)cccc2Cl)c(C)c1	36	-1	-1.1	11	10	1	18	-5
77	COc1cccc(NC(=O)CCP(C)(=O)O)c1	4	-5	-1.7	4	-3	2	-2	0
78	CCOC(=O)c1cccc(NC(=O)c2cc3sccc3n2C)c1	6	-1	-0.3	5	28	5	-79	-6
79	COc1ccc(NC(=O)CCCC(=O)c2ccccc2)c(OC)c1	-3	-6	-0.7	-4	5	-1	-3	-1
80	CCOc1cccc(=O)c2c(C)oc(C)c12	10	6	-1.1	-7	4	5	27	-1
81	Cc1cccc(NC(=S)N(Cc2ccc(Cl)cc2)Cc2ccc(C(=O)O)cc2)c1	-3	-6	-3.5	0	3	-1	15	4
